Compound activity as filed in PubChem.
CCHFV vOTU inh: blocks the CCHF virus ovarian tumor domain protease; CCHFV vOTU protease, Pep-AMC fluorescence; 370,000 compounds, 0.55% hits; inhibition, % at 11.5 µM; AID 651958; in the data active = inhibition above about 30%; also: 0% = vehicle wells with enzyme and 100% = no enzyme wells
TcdB GH inh: blocks C. difficile toxin B glycohydrolase activity. AID 652162. 350,000 compounds, 0.24% hits. inhibition, % at 9.99 µM. TcdB glycohydrolase enzymatic assay, plate reader; in the data active = inhibition above about 10%
PrPC TRFRET: inhibitors of human cell surface prion protein PrPC | P04156 | TR-FRET read-out | inhibition, % at 13.8 µM | 370,000 compounds, 0.43% hits; in the data active = inhibition above about 24%; also: 0% = median of the test wells and 100% = reference compound wells
Anthrax LF prot: blocks Bacillus anthracis lethal factor protease | inhibition, % at 10 µM | 360,000 compounds, 0.12% hits | P15917 | multiplex microsphere protease cleavage assay, LF; also: plate controls were buffer without enzyme for full effect and enzyme alone for no effect
Target sequence (P15917 whole entry, looked up): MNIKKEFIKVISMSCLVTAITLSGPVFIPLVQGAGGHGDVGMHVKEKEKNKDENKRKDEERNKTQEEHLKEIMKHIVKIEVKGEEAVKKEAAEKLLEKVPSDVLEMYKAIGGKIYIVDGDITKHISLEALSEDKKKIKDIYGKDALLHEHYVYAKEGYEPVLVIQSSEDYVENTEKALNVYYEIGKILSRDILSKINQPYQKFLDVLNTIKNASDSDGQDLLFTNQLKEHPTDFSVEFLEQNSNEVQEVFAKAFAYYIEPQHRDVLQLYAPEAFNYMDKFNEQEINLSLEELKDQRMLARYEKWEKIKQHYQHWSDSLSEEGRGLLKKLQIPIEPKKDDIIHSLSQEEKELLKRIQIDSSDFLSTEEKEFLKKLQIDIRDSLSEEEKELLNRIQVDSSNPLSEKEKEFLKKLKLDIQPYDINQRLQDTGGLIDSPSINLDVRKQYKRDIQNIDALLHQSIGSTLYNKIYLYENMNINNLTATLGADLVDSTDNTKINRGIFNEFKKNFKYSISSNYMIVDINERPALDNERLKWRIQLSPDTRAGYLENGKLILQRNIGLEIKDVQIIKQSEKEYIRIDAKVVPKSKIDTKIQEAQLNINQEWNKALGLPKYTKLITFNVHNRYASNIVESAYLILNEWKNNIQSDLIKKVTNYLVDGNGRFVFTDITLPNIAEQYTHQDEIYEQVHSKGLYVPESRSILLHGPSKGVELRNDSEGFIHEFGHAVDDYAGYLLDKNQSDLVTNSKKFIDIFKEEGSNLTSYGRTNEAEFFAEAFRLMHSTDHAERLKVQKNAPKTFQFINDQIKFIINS
PfHsp40 yeast: compounds rescuing yeast from Plasmodium falciparum HSP40 toxicity. S. cerevisiae expressing PfHsp40, growth rescue, ATP luminescence. growth rescue, % at 12.5 µM. 340,000 compounds, 0.68% hits. AID 504582; in the data active = growth rescue above about 28%, passing the limit was not always enough; inconclusive = no clear call, values can overlap the other calls;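 also: yeast W303a lacking pdr1 and pdr3 grown in galactose medium; growth measured after three days at 30 °C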
BoNT-F LC inh: BoNT F light chain protease inhibition | Multiplex microsphere protease cleavage assay, flow cytometry | inhibition, % at 10 µM | 360,000 compounds, 0.22% hits | AID 588497; in the data active = inhibition above about 35%, passing the limit was not always enough; inconclusive = no clear call, values can overlap the other calls; also: plate controls were buffer without enzyme for full effect and enzyme alone for no effect
Yp Topo-I inh: blocks Yersinia pestis topoisomerase I activity | activity, % at 10 µM | Y. pestis Topo-I cleavage product accumulation, plate reader | 360,000 compounds, 0.064% hits | AID 504884; in the data active = activity above about 50%, passing the limit was not always enough; inconclusive = no clear call, values can overlap the other calls; also: inactives centre near 2
FadD28 binding: inhibitors of Mycobacterium tuberculosis FadD28 bisubstrate binding; FadD28 bisubstrate probe binding, fluorescence polarization; inhibition, % at 12.5 µM; 360,000 compounds, 0.22% hits; AID 588549; in the data active = inhibition above about 8.5%, passing the limit was not always enough; inconclusive = no clear call, values can overlap the other calls
BoNT A protease: BoNT A light chain protease inhibition; multiplex microsphere protease substrate cleavage, flow cytometry; inhibition, % at 10 µM; 360,000 compounds, 0.17% hits; also: plate controls were buffer without enzyme for full effect and enzyme alone for no effect
An asterisk follows results filed as active; ? = inconclusive; · = no result given; & = joins results of further samples. Rule as the data show it, unless noted: active = inhibition above about 30%; inconclusive = no clear call, values can overlap the other calls; inactive = below that.

no.	Compound	FadD28 binding	PrPC TRFRET	CCHFV vOTU inh	Yp Topo-I inh	BoNT A protease	Anthrax LF prot	TcdB GH inh	BoNT-F LC inh	PfHsp40 yeast
1	COc1ccc(C(=O)c2c(C)oc3cc([N+](=O)[O-])c(O)c([N+](=O)[O-])c23)cc1	-1.7	-6.3	-1.2	3.8	-0.4	0.5	·	1.2	-1.9
2	Cn1c(Cn2nnc3ccccc32)nnc1SCC(=O)c1ccc(F)cc1	0.9	9.1	-10.0	-8.6	0.7	3.0	0.2	4.7	-1.6
3	COc1ccc(CCN=CC2=C(O)CCCC2=O)cc1OC	-1.0	0.6	-3.4	-2.1	-0.7	-0.8	·	7.0	0.7
4	CCOc1ncccc1C(=O)Nc1cc(S(=O)(=O)N2CCOCC2)ccc1N1CCCC1	-0.5	5.8	-6.3	0.5	0.7	-4.1	-0.2	-4.0	0.8
5	O=C(C1CC(=O)N(c2ccc3c(c2)OCCO3)C1)N1CCN(S(=O)(=O)c2ccc(F)cc2)CC1 (stereo not given)	-2.2	-0.3	-1.3	18.0	0.5	-8.3	1.6	0.1	0.5
6	COc1ccc(NS(=O)(=O)c2cc(NC(=O)CCSc3ccccc3)ccc2OC)cc1	-4.1	1.5	1.6	-1.7	-0.3	-1.6	·	2.0	1.1
7	CCCCNC(=O)c1cc2c(=O)n3cccc(C)c3nc2s1	-0.2	-9.8	-58.2	1.5	-2.5	4.4	-0.4	-18.4	1.9
8	Nc1nc(SCC(=O)N2CCOCC2)n[nH]1	-0.5	-0.1	-9.4	-4.0	-0.6	0.2	0.7	-2.1	-1.0
9	CCN(CC)c1ccc(S(=O)(=O)N2CCOCC2)cc1NC(=O)CN1CCN(Cc2ccccc2)CC1	-5.8	-5.5	4.8	6.6	1.0	-9.7	0.5	-12.4	-0.8
10	O=C(CN1CCN(C/C=C/c2ccccc2)CC1)Nc1cc([N+](=O)[O-])ccc1Cl	-0.8	-25.0	6.8	10.9	0.1	-1.0	·	-2.7	1.9
11	O=C(Cc1coc2cc3c(cc12)CCC3)NC1CCCCCCC1	-2.3	-1.1	-6.5	-0.3	-0.6	-0.7	-0.1	0.0	2.4
12	COC(=O)C1=C(c2ccc(OCc3ccccc3)cc2)C[C@@H]2CC[C@H]1N2C(=O)NCCCc1ccccc1	-0.3	-3.7	1.8	10.5	-0.4	-5.3	11.7*	2.1	0.5
13	COc1ccc(NC(=O)CSCC(=O)NC2(C)CCS(=O)(=O)C2)cc1 (stereo not given)	-1.8	-2.1	12.0	5.9	0.7	-0.9	2.7	2.3	-1.5
14	C[C@@H]1Cn2cnc(C(=O)N[C@@H](C)c3ccccc3)c2C(=O)N1	-1.7	-1.5	11.9	2.0	-0.5	-4.7	0.7	-10.4	·
15	COc1ccc(-c2noc(N3CCC(C(=O)NCc4ccc(F)cc4)CC3)n2)cc1	0.8	-8.9	7.2	-4.7	-0.2	-4.2	8.4	-5.0	-0.8
16	Cc1cc2occ(CC(=O)N(C)CC(=O)Nc3cccc(F)c3)c2cc1C	0.3	3.0	17.1	15.0	-3.3	-0.1	1.4	-11.6	2.4
17	Cc1cc(C)c(S(=O)(=O)c2ccccc2)c(OC(=O)c2c(F)cccc2Cl)n1	0.0	-0.8	7.4	40.8	·	·	·	·	0.2
18	O=C(COC(=O)c1ccc([N+](=O)[O-])cc1)NC1CCCC1	1.6	1.9	-11.6	2.5	0.8	12.1	-0.3	-6.0	0.6
19	COc1ccc(CCNC(=O)c2c[nH]c3ccc(F)cc3c2=O)cc1OC	0.5	-4.4	12.1	-1.6	-3.3	-8.3	-0.6	-8.3	4.0
20	CCN(CC)c1nc(-c2nn[nH]n2)nc(N(CC)CC)n1	-0.6	7.7	3.1	10.1	0.6	?	·	-6.9	-1.0
21	COc1ccc2nc(NC(=O)CNS(=O)(=O)c3cccs3)sc2c1	-1.1	7.1	-5.0	4.3	0.8	1.9	1.1	-8.5	-1.0
22	O=C(Nc1cccc(C(=O)O)c1)/C(=C\c1ccc2c(c1)OCO2)NC(=O)c1ccccc1Br	-3.2	2.1	21.0	-0.4	0.5	-1.8	0.8	6.9	·
23	CCN(CC(=O)Nc1ccc(C(C)=O)cc1)CC(=O)Nc1ccc2c(c1)OCCO2	-2.2	-7.1	10.0	4.7	0.5	-6.4	1.2	-2.2	2.5
24	O=C(NC(Cc1ccccc1)C(=O)OCC(=O)N1CCc2ccccc21)c1ccco1 (stereo not given)	-3.3	-1.8	14.4	1.7	0.3	-3.3	·	0.4	0.4
25	CS(=O)(=O)c1ccc2nc(NC(=O)Cc3ccccc3)sc2c1	-0.9	4.5	6.8	4.7	-1.5	2.3	-4.7	-8.6	0.3

(further entries)
no.	Compound	FadD28 binding	PrPC TRFRET	CCHFV vOTU inh	Yp Topo-I inh	BoNT A protease	Anthrax LF prot	TcdB GH inh	BoNT-F LC inh	PfHsp40 yeast
26	Cc1ccc(NC2(C#N)CCCC2)cc1	-0.9	-7.5	6.0	-1.1	-1.0	1.0	0.9	-5.8	1.2
27	NS(=O)(=O)c1ccc(CCNC(=O)CN2CCN(c3cccc(Cl)c3)CC2)cc1	-5.5	10.9	-4.4	7.2	0.4	0.7	-4.3	0.1	-0.9
28	CCN(CC)c1ccc(/C=N/NC(=O)c2cccc(S(=O)(=O)N3CCOCC3)c2)cc1	-0.2	9.8	5.1	14.2	0.8	-1.8	0.0	-3.7	-1.0
29	N#Cc1cccc(NCC(=O)Nc2ccc3c(c2)OCCO3)c1	2.3	10.4	-2.6	2.7	-0.1	4.1	-2.1	-1.8	-0.7
30	COc1cc(C(=O)NCc2ccc3c(c2)OCO3)c([N+](=O)[O-])cc1OC	-3.1	-16.0	3.2	-3.3	-1.6	24.7	0.1	?	0.9
31	CC(C)C(C)NC(=O)COc1ccc(OCc2ccccc2)cc1 (stereo not given)	-3.0	3.1	0.2	-1.4	-0.1	-1.0	-0.7	-3.5	1.6
32	CCOC(=O)c1cc(-c2cccc(C(F)(F)F)c2)nc2nc(SC)[nH]c(=O)c12	-1.0	4.2	-3.7	0.7	-0.1	-0.5	·	-1.4	-0.3
33	Cc1cccc2sc(NC(=O)c3cc(S(=O)(=O)N(C)C)ccc3N3CCCC3)nc12	-3.1	49.5*	-0.1	29.9	-0.3	-0.9	-5.1	0.4	0.4
34	O=C(NC1CCCCC1)C(c1ccc(F)cc1)N(C(=O)c1cccs1)c1ccc2c(c1)OCO2 (stereo not given)	-2.2	9.0	3.2	0.3	0.6	1.6	-1.1	-1.2	-0.1
35	CC(C)(C)c1ccc(NC(=O)C2=CC=CN3CCS(=O)(=O)N=C23)cc1	-3.4	-13.5	17.8	7.1	-0.1	-9.9	1.9	4.3	-1.0
36	NC(=O)c1ccc(NC(=O)COc2ccc(-n3cnnn3)cc2)cc1	-1.1	3.5	20.4	-0.8	1.2	-5.4	-5.2	-1.0	-0.9
37	CC1(C)CC(=O)C/C(=N\NC(=S)NCc2ccccc2)C1	-2.7	-3.9	7.6	0.6	-0.7	-2.8	0.0	-1.6	2.1
38	CCOCCCN(C(=O)Cn1nnc(-c2ccc(C)o2)n1)C(C(=O)NC1CCCC1)c1ccco1 (stereo not given)	-2.6	-7.8	16.1	10.5	-0.8	-2.6	2.4	1.3	-0.1
39	CCOC(=O)C1CCCN(C(=O)COC(=O)c2cc(=O)c3ccccc3o2)C1 (stereo not given)	0.3	1.2	6.5	3.1	1.4	-6.8	·	-0.9	-0.4
40	N#Cc1ccc(OCC(=O)NNC(=S)NC2CCCCC2)cc1	-0.2	3.2	2.1	-2.5	·	·	0.4	·	-1.0
41	CCCn1c2ccccc2c2cnn(CC(=O)NCCCN3CCCCC3)c(=O)c21	-1.4	2.3	-8.3	3.8	0.4	-2.6	0.6	5.8	0.1
42	COC(=O)C1=C(c2cccc(OC)c2OC)C[C@@H]2CC[C@H]1N2C(=O)NC1CC1	1.2	-4.9	1.5	3.5	0.2	1.0	-0.4	-2.9	-0.2
43	CCc1ccc(C(=O)N2CCC(c3nc4ccccc4s3)CC2)cc1	-1.5	-0.7	7.9	37.4	-0.5	-3.0	·	14.2	1.8
44	COC(=O)c1ccccc1COn1c(=O)c(C)[n+]([O-])c2ccccc21	-1.9	-6.5	5.0	4.1	-0.1	-2.3	·	-6.6	0.5
45	CCOc1ccccc1NC(=O)c1ccc2c(c1)C(=O)N(CC(C)C)C2=O	-1.4	3.0	14.8	-7.1	-0.7	-20.1	0.5	-5.7	0.5
46	CCN(CC)c1ccc(NC(=O)C2CC3CCC2C3)cc1 (stereo not given)	-0.3	3.5	-1.5	-6.7	0.3	-7.3	·	-19.8	-0.7
47	CCOC(=O)C1C(=O)C=C(c2ccc(C)cc2)CC1c1ccco1 (stereo not given)	1.0	-5.3	6.7	4.6	0.5	2.7	·	5.0	-0.8
48	c1ccc(CCNc2ccccn2)nc1	-1.3	-2.2	11.6	-5.4	-0.5	-3.0	0.8	-0.2	-2.0
49	CC1(C)C(=S)N(Cc2ccccc2)c2ccccc21	-4.2	1.8	-10.2	10.6	-0.5	7.4	3.2	9.6	-1.2
50	Cc1ccc(-c2c[n+]3c(n2-c2ccccc2)CCC3)cc1	-1.3	7.9	5.7	4.2	0.3	-0.3	1.5	?	-1.7

Retrieved one by one from above, three records:
no.	Compound	FadD28 binding	PrPC TRFRET	CCHFV vOTU inh	Yp Topo-I inh	BoNT A protease	Anthrax LF prot	TcdB GH inh	BoNT-F LC inh	PfHsp40 yeast
45	CCOc1ccccc1NC(=O)c1ccc2c(c1)C(=O)N(CC(C)C)C2=O	-1.4	3.0	14.8	-7.1	-0.7	-20.1	0.5	-5.7	0.5
39	CCOC(=O)C1CCCN(C(=O)COC(=O)c2cc(=O)c3ccccc3o2)C1 (stereo not given)	0.3	1.2	6.5	3.1	1.4	-6.8	·	-0.9	-0.4
22	O=C(Nc1cccc(C(=O)O)c1)/C(=C\c1ccc2c(c1)OCO2)NC(=O)c1ccccc1Br	-3.2	2.1	21.0	-0.4	0.5	-1.8	0.8	6.9	·

Record cards, as listed above. Order of values: FadD28 binding	PrPC TRFRET	CCHFV vOTU inh	Yp Topo-I inh	BoNT A protease	Anthrax LF prot	TcdB GH inh	BoNT-F LC inh	PfHsp40 yeast
Profile of CCOCCCN(C(=O)Cn1nnc(-c2ccc(C)o2)n1)C(C(=O)NC1CCCC1)c1ccco1 (stereo not given) = -2.6	-7.8	16.1	10.5	-0.8	-2.6	2.4	1.3	-0.1
Profile of Cc1ccc(-c2c[n+]3c(n2-c2ccccc2)CCC3)cc1 = -1.3	7.9	5.7	4.2	0.3	-0.3	1.5	?	-1.7
Profile of CCOC(=O)C1C(=O)C=C(c2ccc(C)cc2)CC1c1ccco1 (stereo not given) = 1.0	-5.3	6.7	4.6	0.5	2.7	·	5.0	-0.8

Remaining list, next part:
no.	Compound	FadD28 binding	PrPC TRFRET	CCHFV vOTU inh	Yp Topo-I inh	BoNT A protease	Anthrax LF prot	TcdB GH inh	BoNT-F LC inh	PfHsp40 yeast
51	COc1ccccc1NC(=S)NC(=O)CCc1ccccc1	-9.5	2.9	6.7	8.0	-1.2	-1.3	0.1	-14.3	-0.9
52	COc1ccccc1CNC(=O)CCNC(=O)C1CCN(S(=O)(=O)c2ccccc2)CC1	-0.5	-3.4	-1.8	2.0	-0.5	2.8	0.5	1.4	-0.4
53	CCOCCCNC(=O)Cn1nc(Cc2ccncc2)c2ccccc2c1=O	-0.7	8.0	-14.3	0.3	-4.6	-1.9	-0.3	25.6	-0.8
54	CC1CCC2(CC1)NC(=O)N(Cc1cccc(C(F)(F)F)c1)C2=O (stereo not given)	0.7	10.9	9.7	-6.0	-0.3	2.3	0.8	0.7	1.1
55	O=C(Cn1c[n+](CC(=O)c2ccc([N+](=O)[O-])cc2)cn1)c1ccc([N+](=O)[O-])cc1	-6.6&1.7	-29.7&-8.9	-7.0&24.8	-10.5&-11.5	0.0&-2.5	-3.1&-5.6	0.3&0.3	-17.8&-9.7	19.1&-0.3
56	Cc1cc(C)n(-c2ccc(Cl)c(C(=O)O)n2)n1	-1.7	-6.1	6.8	-1.4	-0.3	0.6	·	-16.3	-1.4
